Screening results from PubChem BioAssay.
TPT1 inhibitor – Candida albicans TPT1 enzyme inhibitors, primary screen, biochemical, fluorescence polarization; inhibition, % at 5 µM; AID 1962, 2009; recombinant caTPT1, FP RNA substrate dephosphorylation; 300,000 tested, 0.81% active;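 active = inhibition above the mean of all tested compounds plus 3 SD, set per screening campaign, cut at about 24% in these data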;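 also: plate controls were DMSO alone for no effect and ferristatin control at 100 nM for full effect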
procasp7 counter – procaspase-7 activators, primary screen, counter-screen for procaspase-3 activator project, biochemical, absorbance, HTS, human | Caspase-7 (Homo sapiens), P55210 | activation, % at 8.5 µM | 330,000 tested, 0.093% active | AID 463210, 2010 | recombinant procaspase-7, Ac-DEVD-pNA absorbance 405 nm; D23A/D198A/D206A triple mutant, cannot self-cleave; scale: DMSO 0, 5 µM enzyme 100;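 active = percent activation above the screen-wide mean plus 3 SD, cut at about 25% in these data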
Target sequence (P55210 whole entry D23A/D198A/D206A): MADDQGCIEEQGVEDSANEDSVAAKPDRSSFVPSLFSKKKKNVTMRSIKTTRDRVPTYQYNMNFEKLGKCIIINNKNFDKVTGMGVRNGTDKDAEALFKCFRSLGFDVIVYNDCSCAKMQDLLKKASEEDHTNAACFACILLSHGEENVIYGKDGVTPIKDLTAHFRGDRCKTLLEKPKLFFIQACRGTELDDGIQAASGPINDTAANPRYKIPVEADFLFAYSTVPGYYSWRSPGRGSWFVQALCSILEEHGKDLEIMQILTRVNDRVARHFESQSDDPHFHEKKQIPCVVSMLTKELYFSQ
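Replicates: singlicate. Assay system: Procaspase-7 triple mutant (PC-7 D3A). Signal: 405 nm absorbance of p-nitroaniline. Times: 1 h preincubation, 2 h reaction. Buffer or medium: Zinc-free HEPES pH 7.4 with 300 mM NaCl, 0.01% Triton X-100. Also added: DEVD-pNA substrate. Benchmarks: DMSO wells as 0%, DMSO with 5 µM added PC-7 as 100%.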
AHR activator – AHR activators, primary screen, cell-based, luminescence, luciferase reporter, human. activation, % at 5 µM. AHR-responsive luciferase reporter cells. 320,000 tested, 2.5% active. Aryl hydrocarbon receptor (Homo sapiens), P35869. AID 2796, 2010; in the data active = activation above about 47%;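 also: 0% = vehicle wells and 100% = reference agonist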
PAFAH2 FP inh – PAFAH2 enzyme inhibitors, primary screen, biochemical, fluorescence polarization, human; Platelet-activating factor acetylhydrolase 2, cytoplasmic (Homo sapiens), Q99487; recombinant PAFAH2, FP-rhodamine activity probe; inhibition, % at 3.39 µM; 340,000 tested, 0.99% active;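 active = inhibition above the mean over all tested compounds plus 3 SD, cut at about 30% in these data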;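 also: inhibitors block probe labeling of enzyme so polarization drops; 0% = enzyme with DMSO and 100% = wells lacking PAFAH2 protein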
PP5 primary – PP5 phosphatase inhibitors, primary screen, biochemical, fluorescence | purified PP5c, OMFP substrate fluorescence | inhibition, % at 6.7 µM | 320,000 tested, 0.18% active | AID 1987, 2009;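 active = inhibition above the campaign's mean inhibition across all tested compounds plus 3 SD, cut at about 9.5% in these data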;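 also: 0% = DMSO only and 100% = 100 µM cantharidin control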
Target sequence (P53041 whole entry, looked up): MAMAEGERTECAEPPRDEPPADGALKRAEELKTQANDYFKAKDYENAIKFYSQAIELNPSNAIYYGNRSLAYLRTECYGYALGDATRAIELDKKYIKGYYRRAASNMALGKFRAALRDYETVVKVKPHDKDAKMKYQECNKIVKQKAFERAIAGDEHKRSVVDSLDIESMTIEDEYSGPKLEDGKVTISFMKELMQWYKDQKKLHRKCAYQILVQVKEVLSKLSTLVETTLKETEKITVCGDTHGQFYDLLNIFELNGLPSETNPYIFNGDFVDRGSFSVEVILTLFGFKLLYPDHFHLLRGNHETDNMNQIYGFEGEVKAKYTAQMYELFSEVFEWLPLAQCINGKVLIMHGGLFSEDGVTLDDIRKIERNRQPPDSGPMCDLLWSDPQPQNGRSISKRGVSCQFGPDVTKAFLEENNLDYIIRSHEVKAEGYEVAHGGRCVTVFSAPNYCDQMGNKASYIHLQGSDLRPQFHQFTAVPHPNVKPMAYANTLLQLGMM
Fh CTSL1 inh – Fasciola hepatica cathepsin L1 inhibitors, primary screen, counter-screen for PFM18AAP inhibitor project, biochemical, QFRET, fluorogenic peptide substrate; recombinant F. hepatica cathepsin L1, Z-Leu-Arg-MCA fluorescence; 300,000 tested, 0.49% active; inhibition, % at 5.96 µM;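 active = inhibition above the mean of all tested compounds plus 3 SD, set per screening campaign, cut at about 17% in these data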;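 also: 0% = plate median of test compound wells and 100% = 1 µM Z-Phe-Ala-diazomethylketone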
HCV core dimer – inhibitors of HCV core protein dimerization, primary screen, biochemical, TR-FRET, high-throughput. TR-FRET GST/Flag-core106 dimerization, 1536-well. inhibition, % at 5 µM. 300,000 tested, 0.33% active;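 active = inhibition above the mean of all tested compounds plus 3 SD, set per screening campaign, cut at about 45% in these data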
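Assay system: Tagged HCV core106 pair (GST and Flag) | Buffer or medium: KF-containing HEPES buffer, pH 7.45, DTT, CHAPS, BSA | Also added: Eu donor and XL665 acceptor anti-tag antibodies | Dosing: One concentration, 5 µM, in 0.5% DMSO | Timing: 4 h at 22.5 °C | Technique: TR-FRET 671 and 617 nm emission | Repeats: Singlicate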
proCasp3 act – activators of human procaspase-3 D3A mutant, primary screen, biochemical, absorbance, PC-3 D3A mutant, single concentration; Caspase-3 (Homo sapiens), P42574; recombinant procaspase-3 D3A, Ac-DEVD-pNA absorbance 405 nm; activation, % at 8.5 µM; 330,000 tested, 0.11% active; AID 463141, 2010;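 active = activation above the mean of all tested compounds plus 3 SD, cut at about 21% in these data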;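 also: 0% = DMSO alone and 100% = DMSO wells spiked with extra 5 µM PC-3 D3A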
Target sequence (P42574 whole entry D9A/D28A/D175A): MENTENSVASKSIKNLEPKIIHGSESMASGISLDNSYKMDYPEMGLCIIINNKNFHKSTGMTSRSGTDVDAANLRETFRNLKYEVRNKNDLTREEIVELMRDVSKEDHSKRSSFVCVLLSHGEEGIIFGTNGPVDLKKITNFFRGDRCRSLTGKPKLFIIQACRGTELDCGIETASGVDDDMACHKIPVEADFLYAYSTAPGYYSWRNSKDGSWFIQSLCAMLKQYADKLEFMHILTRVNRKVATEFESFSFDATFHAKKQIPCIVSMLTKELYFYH
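assay system = Procaspase-3 D3A mutant | signal = absorbance at 405 nm, 0 and 120 min | times = 1 h preincubation plus 2 h reaction at 25 °C | repeats = single replicate | read-out = % activation between DMSO and enzyme-spiked controls | medium = Zinc-free HEPES saline buffer with Triton X-100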
PP1 inh – PP1-alpha phosphatase inhibitors, primary screen, counter-screen for PP5 inhibitor project, biochemical, fluorescence, OMFP substrate, single point; 320,000 tested, 0.9% active; purified PP1alpha; inhibition, % at 6.7 µM; Serine/threonine-protein phosphatase PP1-alpha catalytic subunit (Homo sapiens), P62136;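 active = inhibition above the mean inhibition of all tested compounds plus 3 SD, computed separately for each screening campaign, cut at about 15% in these data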
Numbers without * were called inactive; . = no result given. Compounds as they come (roughly 5.6% active in at least one column).

SMILES	TPT1 inhibitor	procasp7 counter	AHR activator	PAFAH2 FP inh	PP5 primary	Fh CTSL1 inh	HCV core dimer	proCasp3 act	PP1 inh
FC(F)(F)c1cccc(-c2nc3nc(Cl)c(Cl)nc3[nH]2)c1	13	-3	7	2	1.2	0	25	3	2
COc1cccc(-c2csc(N3CCN(C(=S)Nc4ccccc4C)CC3)n2)c1	1	-4	18	3	-2.2	5	8	-2	-4
C=CCN(C(=O)c1ccc2c(c1)nnn2C)c1ccccc1	3	-2	-3	-1	1.6	0	-3	5	-2
O=[N+]([O-])c1ccc(C2CNC(c3ccccc3)O2)cc1 (stereo not given)	-1	-2	-1	-6	3.3	2	-6	9	0
C/C(=N\NC(=O)C1=NNC(=O)C1C)c1cccs1 (stereo not given)	0	2	5	.	0.1	1	-21	1	0
Cc1cc2c(NC(=O)CCCC(=O)O)cccc2nn1	-1	-2	-1	1	-1.2	0	0	7	0
N#Cc1c(-c2ccc3c(c2)OCO3)ccn2nc(-c3cccc(C(F)(F)F)c3)nc12	0	6	-3	-10	-1.4	0	13	10	0
CCn1c(SCC(=O)N/N=C/c2ccc(C)o2)nnc1-c1ccc(C(C)(C)C)cc1	-1	3	18	-4	4.0	-2	13	-2	3
COc1cc(C(=O)NCCc2nc3ccccc3n2C)cc(OC)c1OC	-6	3	0	-2	3.5	1	1	3	0
CC(=O)c1cccc(N(CC(=O)Nc2ccc(S(=O)(=O)N3CCOCC3)cc2)S(C)(=O)=O)c1	-1	-1	3	-1	-1.0	-3	1	10	-4
CC(C)(C)C(=O)C[n+]1cccc(C(N)=O)c1	1	-1	0	-3	-0.5	0	-4	0	-4
CN1C(=O)NC(c2cccc([N+](=O)[O-])c2)C2=C1CCCC2=O (stereo not given)	2	13	-1	-4	1.3	-6	0	6	-3
N#Cc1ccsc1NC(=O)c1cccc([N+](=O)[O-])c1	6	3	8	3	1.0	1	0	1	-1
Cc1cc(=O)oc2cc(OCC(=O)Nc3nnc(C4CC4)s3)ccc12	-2	2	9	6	0.8	-1	-7	-1	1
CC(C)CCn1c(=O)c2ccccc2n2c(CCC(=O)NCC3CCCO3)nnc12 (stereo not given)	-3	-2	0	-5	2.7	-4	1	0	-2
CCC(CC)COC(=O)C1=C(C)NC(=O)NC1c1ccccc1Br (stereo not given)	-1	9	-3	-4	2.5	2	15	2	-2
CCOC(=O)N1CCN(C(=O)/C(=C/c2ccc(OC)c(OC)c2)NC(=O)c2ccccc2)CC1	1	9	0	7	-0.1	1	1	4	0
CN(Cc1c(F)cccc1Cl)C(=O)c1ccc(NC(=O)CC2SC(N3CCCC3)=NC2=O)cc1 (stereo not given)	1	9	1	4	-1.8	-15	2	3	-3
CCOCCCn1c(=S)[nH]c2cc(C(=O)N3CCN(c4ccccc4)CC3)ccc2c1=O	1	5	-1	5	-0.8	4	13	3	1
COc1ccc(-c2csc(NC(=O)CSc3ncn[nH]3)n2)cc1OC	4	-8	30	2	-0.5	6	2	3	-2
Cc1ccc(NC(=O)CSc2ncn(-c3ccccc3)n2)cc1C	4	4	2	-4	0.0	2	3	-5	2
CC(=O)c1ccc(NC(=O)C(Cc2ccccc2)NC(=O)c2ccco2)cc1 (stereo not given)	-3	1	3	0	-0.6	1	4	4	-3
CN(C)c1ccc(C=Nc2ccccc2C(N)=O)cc1	-1	0	31	-2	0.8	5	-9	-7	0
COc1ccccc1N1C(=O)CCC1(C#N)c1ccc(Br)cc1 (stereo not given)	0	5	0	-6	2.0	-4	0	6	0
NC(=O)C1CCCN(Cc2c(C(=O)N3CCc4ccccc4C3)nc3ccc(Cl)cn23)C1 (stereo not given)	0	-2	4	4	1.2	0	1	-7	1
Further entries
SMILES	TPT1 inhibitor	procasp7 counter	AHR activator	PAFAH2 FP inh	PP5 primary	Fh CTSL1 inh	HCV core dimer	proCasp3 act	PP1 inh
Cc1cc(=O)n2c(n1)OC(CO)C2 (stereo not given)	1	0	-1	-3	-5.2	-2	-2	6	-6
COCCCn1c(=O)c2sccc2n2c(CCCC(=O)NCc3ccc(OC)cc3)nnc12	-4	3	0	3	1.8	2	5	-1	-4
COc1ccc(C(O)C(CC(=O)NCCCOC(C)C)C(=O)NCCCOC(C)C)cc1OC (stereo not given)	1	8	4	-5	0.1	-6	-16	4	1
O=C(Nc1ccc(N2CCOCC2)c(Cl)c1)c1cccnc1	-2	-5	45	0	0.8	2	-1	10	-2
CN(CC(=O)NCc1ccccn1)S(=O)(=O)c1cc(Cl)ccc1Cl	-3	9	-1	10	-1.9	1	-3	5	-3
Cc1ccc(NC(=S)c2nc3ccccc3s2)cc1	-4	5	82*	3	3.4	1	-4	-3	2
O=C(CCc1ccccc1)c1nnc(-c2ccccc2)o1	-2	0	7	4	-1.2	0	3	-2	-5
c1ccc(-c2ccc(-n3ccnc3)cc2)cc1	1	-4	19	-3	-1.2	-1	-2	-3	5
CN(c1ccc(O)cc1)c1nc(-c2cccs2)cs1	3	-2	47*	4	5.0	4	0	0	3
Cc1[nH]nc(N2CCCCC2)c1[N+](=O)[O-]	-5	-4	-1	1	-0.8	-14	-3	-1	-2
Cc1ccc(C)c(N2CC(C(=O)Nc3cc(C)on3)CC2=O)c1 (stereo not given)	3	10	-1	17	-1.3	-1	-4	-5	2
O=C(OCn1nnc2ccccc2c1=O)c1cccnc1	-2	-1	0	5	1.5	-18	-4	-2	0
Cc1cccc(NC(=O)C2CCN(S(=O)(=O)c3cccs3)CC2)n1	0	-5	9	-6	-0.3	-1	-3	11	-2
N#Cc1nc(COc2cccc(Cl)c2)oc1NCc1ccco1	-4	6	63*	-2	6.9	-2	-9	0	3
COc1ccc(C(=O)CCC(=O)Nc2cccnc2)cc1OC	-4	3	16	4	-4.0	5	-20	-3	0
O=C(CC(c1ccccc1)c1ccccc1)Nc1ncn[nH]1	-1	4	1	3	1.0	3	-1	9	6
Cc1onc(-c2ccccc2Cl)c1C(=O)N1CCN(c2ccccc2)CC1	-2	6	2	-2	0.1	4	-1	4	-1
Cc1cc(C(=O)N2CCN(S(C)(=O)=O)CC2)cs1	-1	-4	-1	-1	3.0	0	-4	7	-2
Cc1cc(C)c(-c2cc(NC(=O)CSc3n[nH]c(N)n3)n(-c3ccccc3)n2)cc1C	2	8	56*	1	8.1	3	2	-9	3
COc1ccc(-c2cc3ccccc3oc2=O)cc1NC(=O)c1cccnc1	1	-4	2	3	1.4	5	-1	1	-3
O=C(CSc1nnc(-c2ccco2)n1-c1ccccc1)NCC1CCCO1 (stereo not given)	1	2	2	-2	-1.4	11	3	4	-6
Cc1nn(Cc2ccc(Cl)cc2)c(Cl)c1/C=N/NC(=O)c1cccnc1	-2	-1	97*	1	4.0	-1	2	-13	-4
CC(NC(=O)CCSCCC(=O)NC(C)c1ccccc1)c1ccccc1 (stereo not given)	1	2	1	-4	1.2	-6	3	-9	0
CN(C)c1c([N+](=O)[O-])cc2[nH]c(=O)[nH]c2c1[N+](=O)[O-]	-1	3	5	4	3.1	2	-18	7	2
O=C(CN1CCN(Cc2ccc(Cl)cc2)C1=O)NCCN1CCCC1	-1	-11	-1	4	2.3	0	-2	0	1

Some of the entries so far, bar-delimited.
SMILES | TPT1 inhibitor | procasp7 counter | AHR activator | PAFAH2 FP inh | PP5 primary | Fh CTSL1 inh | HCV core dimer | proCasp3 act | PP1 inh
N#Cc1nc(COc2cccc(Cl)c2)oc1NCc1ccco1 | -4 | 6 | 63* | -2 | 6.9 | -2 | -9 | 0 | 3
COc1ccc(C(=O)CCC(=O)Nc2cccnc2)cc1OC | -4 | 3 | 16 | 4 | -4.0 | 5 | -20 | -3 | 0
O=C(CC(c1ccccc1)c1ccccc1)Nc1ncn[nH]1 | -1 | 4 | 1 | 3 | 1.0 | 3 | -1 | 9 | 6
Cc1onc(-c2ccccc2Cl)c1C(=O)N1CCN(c2ccccc2)CC1 | -2 | 6 | 2 | -2 | 0.1 | 4 | -1 | 4 | -1
Cc1cc(C(=O)N2CCN(S(C)(=O)=O)CC2)cs1 | -1 | -4 | -1 | -1 | 3.0 | 0 | -4 | 7 | -2
Cc1cc(C)c(-c2cc(NC(=O)CSc3n[nH]c(N)n3)n(-c3ccccc3)n2)cc1C | 2 | 8 | 56* | 1 | 8.1 | 3 | 2 | -9 | 3

An excerpt from above with just HCV core dimer.
| smiles | HCV core dimer |
| --- | --- |
| CC(NC(=O)CCSCCC(=O)NC(C)c1ccccc1)c1ccccc1 (stereo not given) | 3 |
| Cc1nn(Cc2ccc(Cl)cc2)c(Cl)c1/C=N/NC(=O)c1cccnc1 | 2 |
| Cc1cccc(NC(=O)C2CCN(S(=O)(=O)c3cccs3)CC2)n1 | -3 |

The list goes on.
SMILES	TPT1 inhibitor	procasp7 counter	AHR activator	PAFAH2 FP inh	PP5 primary	Fh CTSL1 inh	HCV core dimer	proCasp3 act	PP1 inh
CC12CCC(C/C1=N/O)C2(C)C (stereo not given)	2	2	0	2	1.3	9	2	-3	-7
O=[N+]([O-])c1c(NCCCO)cc(Sc2nc3ccccc3s2)c2nonc12	-1	-36	18	11	7.5	8	2	-37	4
CN(C)CCCNc1nc(-c2ccccc2)nc2ccccc12	0	-3	20	2	-1.0	-2	0	-8	-2
Cc1cccc(NC(=O)CC23CC4CC(C2)CC(n2nnc(C)n2)(C4)C3)c1	-2	12	8	2	3.5	2	2	4	-2
CC(C)(C)C(=O)CSc1ncnc2c1cnn2Cc1ccccc1	1	-11	0	1	-1.2	-3	3	-1	-5
CCOC(=O)N1CCC(NC(=O)CSCc2nc(-c3cccc(OC)c3)oc2C)CC1	-2	0	-1	3	0.7	-2	3	1	-6

Among those listed so far, 2 have bromine.
SMILES	TPT1 inhibitor	procasp7 counter	AHR activator	PAFAH2 FP inh	PP5 primary	Fh CTSL1 inh	HCV core dimer	proCasp3 act	PP1 inh
CCC(CC)COC(=O)C1=C(C)NC(=O)NC1c1ccccc1Br (stereo not given)	-1	9	-3	-4	2.5	2	15	2	-2
COc1ccccc1N1C(=O)CCC1(C#N)c1ccc(Br)cc1 (stereo not given)	0	5	0	-6	2.0	-4	0	6	0
